TRPML3 agonist: activates the human TRPML3 channel; Q8TDD5; HEK293 TRPML3-YFP, Fluo-8 calcium fluorescence; 100% = the carbachol control signal; activation, % at 3 µM; actives 0.29% (n = 220,000); AID 1448;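 active = activation above its plate's cutoff, the mean activation of the plate's test wells plus 3 SD, cut at about 12% in these data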;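 note: 0% = DMSO only wells and 100% = carbachol wells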
Target sequence (Q8TDD5 whole entry, looked up): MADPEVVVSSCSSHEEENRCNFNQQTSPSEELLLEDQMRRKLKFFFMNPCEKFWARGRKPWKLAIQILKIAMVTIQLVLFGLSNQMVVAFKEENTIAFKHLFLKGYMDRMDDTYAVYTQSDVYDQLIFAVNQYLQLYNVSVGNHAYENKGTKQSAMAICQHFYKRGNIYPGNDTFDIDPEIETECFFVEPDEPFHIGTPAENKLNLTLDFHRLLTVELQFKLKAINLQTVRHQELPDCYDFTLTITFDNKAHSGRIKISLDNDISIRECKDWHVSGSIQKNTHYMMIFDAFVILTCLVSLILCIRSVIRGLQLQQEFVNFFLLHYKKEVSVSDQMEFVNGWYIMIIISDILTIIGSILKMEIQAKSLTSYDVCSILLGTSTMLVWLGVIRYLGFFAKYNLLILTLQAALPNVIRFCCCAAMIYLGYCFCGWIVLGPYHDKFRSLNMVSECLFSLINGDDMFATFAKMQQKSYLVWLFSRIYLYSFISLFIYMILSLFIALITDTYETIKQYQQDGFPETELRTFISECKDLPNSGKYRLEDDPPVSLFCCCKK
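system = HEK293 cells stably carrying human TRPML3-YFP | doses = one concentration, 3 µM nominal, 0.3% DMSO | timing = dye loading 1 h 37 °C then 30 min ambient, 125 s read | detection = Fluo-8 calcium dye fluorescence, ex 470-495, em 515-575 nm | benchmarks = high control carbachol 87 µM, low control DMSO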
RBBP9 inh: inhibitors of human serine hydrolase RBBP9; O75884; AID 1515; actives 0.2% (n = 220,000); inhibition, % at 7.94 µM; recombinant RBBP9, FP-Rh probe fluorescence polarization;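 active = inhibition above the campaign mean of all tested compounds plus 3 SD, cut at about 14% in these data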;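 note: plate controls were DMSO wells with RBBP9 for no effect and wells lacking RBBP9 protein for full effect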
Target sequence (O75884 whole entry, looked up): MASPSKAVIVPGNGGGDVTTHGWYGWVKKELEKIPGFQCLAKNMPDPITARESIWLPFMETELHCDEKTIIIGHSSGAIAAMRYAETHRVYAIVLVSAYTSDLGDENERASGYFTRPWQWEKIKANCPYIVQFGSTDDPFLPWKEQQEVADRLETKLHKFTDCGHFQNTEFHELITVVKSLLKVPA
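Measured by: FP readout at 525/598 nm; material: recombinant human RBBP9; also added: Serine-hydrolase probe FP-Rh, 375 nM pre-mixing; medium: Tris buffer pH 8.0, NaCl, Pluronic; replication: one well per compound; doses: one concentration, 7.94 µM nominal, 0.794% DMSO; timing: preincubation 30 min plus labeling 45 min at 25 °C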
BaF3 parental: counter-screen for JAK2V617F inhibitors: parental Ba/F3 viability inhibitors | AID 1486 | CellTiter-Glo ATP luminescence | actives 1.1% (n = 220,000) | inhibition, % at 5.6 µM;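 active = inhibition above a per-campaign cutoff, the mean inhibition of all tested compounds plus 3 SD, cut at about 27% in these data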;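 note: 0% = DMSO wells and 100% = JAK Inhibitor I control wells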
PPC-1+TRAIL kill: kills PPC-1 cancer cells in the presence of TRAIL; cell killing (% activity), % at 4 µM; actives 0.41% (n = 220,000); PPC-1 cells + TRAIL, ATPLite viability luminescence;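 active = cell killing above 50% in the first pass at 4 µM, then a duplicate retest at 5 µM averaging 50% or more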;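 note: plate controls were cells with TRAIL plus DMSO for no effect and medium-only wells lacking cells for full effect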
CHOP inh: inhibitors of CHOP induction in ER stress response. CHO-K1 CHOP-promoter luciferase, tunicamycin-induced, 15-18 h. actives 3.8% (n = 220,000). inhibition, % at 10 µM. AID 2732;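 active = compounds that reduced the stress-induced luciferase reporter signal by more than about 70% of percent inhibition, limit read from the data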;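 note: 0% = tunicamycin plus vehicle and 100% = wells without tunicamycin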
zfTRPN1 agonist: agonists of zebrafish TRPN1 channel; activation, % at 3 µM; actives 0.18% (n = 220,000); HEK293 zebrafish TRPN1-YFP, Fluo-8 calcium fluorescence; 100% = response to 87 µM carbachol;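 active = activation above its plate's cutoff, the mean activation of test wells on that plate plus 3 SD, cut at about 19% in these data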;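 note: 0% = DMSO alone and 100% = 87 µM carbachol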
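Material: zebrafish TRPN1-YFP in HEK293 cells. Doses: one dose of 3 µM, 0.3% DMSO. Incubation: dye 1 h 37 °C plus 30 min RT. Measured by: intracellular calcium fluorescence with Fluo-8.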
TNF death inh: TNF-alpha cell death inhibition in Jurkat FADD-/- cells; actives 0.068% (n = 220,000); Jurkat FADD-/- TNF necroptosis rescue, ATP luminescence, 24 h; 0 = TNF only, 100 = no-TNF cells; activation (protection from cell death), % at 10 µM;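 active = activation, meaning protection from cell death, of at least 50% relative to plate controls; inactive = activation below 50%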;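 note: necroptosis triggered by 40 ng/mL TNF-alpha added together with compound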
Ba/F3 V617F tox: loss of viability in JAK2V617F-driven Ba/F3 cells | Ba/F3 EpoR-JAK2V617F viability, ATP luminescence | actives 1.1% (n = 220,000) | AID 1446 | inhibition, % at 5.6 µM;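 active = inhibition above the campaign mean plus 3 SD over all tested compounds, cut at about 24% in these data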;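 note: cytokine-independent growth of Ba/F3 cells driven by EpoR plus mutant JAK2; 0% = DMSO-treated cells and 100% = JAK inhibitor I control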
Wee1 stabilizer: human Wee1 degradation inhibition, primary screen; HeLa Luc-Wee1K328M stability, luciferase luminescence; 100% = proteasome inhibitor MG132 effect; P30291; reporter increase, % at 5 µM; AID 1321; actives 1.2% (n = 220,000);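 active = activation above the mean of all tested compounds plus 3 SD, set per screening run, cut at about 8.8% in these data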;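 note: cells exposed to compound for 20 h before luminescence read; 0% = DMSO alone and 100% = MG132 at 30 µM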
An asterisk follows results filed as active; . = no result given; [ ] = another dose, or the depositor's remark.

The line under a structure holds: TRPML3 agonist	RBBP9 inh	BaF3 parental	PPC-1+TRAIL kill	CHOP inh	zfTRPN1 agonist	TNF death inh	Ba/F3 V617F tox	Wee1 stabilizer
- Cc1nnc(Sc2c(-c3ccccc3)c3ccc(Cl)cc3[nH]c2=O)s1
  0.6	-4.7	-1.8	10.5	30.2	0.4	-3.1	-3.8	-2.7
- Cc1cc(C)nc(CCNC(=O)c2cc(COc3c(F)cccc3F)on2)n1
  1.1	6.8	2.1	2.6	16.9	1.1	0.5	-1.8	-3.0
- O=C(O)c1ccc(NC(=O)C2CCCCC2)cc1
  -0.1	2.2	12.5	7.9	-14.8	-0.2	-1.3	6.4	0.3
- COC(=O)c1ccccc1N(C)S(=O)(=O)c1cc2c(cc1C)OCC(=O)N2
  0.8	-7.1	5.0	1.3	-3.6	2.2	-0.4	-2.9	6.0
- CC(Nc1ccccc1)c1cc(Cl)ccc1O (configuration not stated)
  -0.7	-2.0	1.6	-1.2	11.2	-1.8	16.0	-3.1	-1.2
- CC(/C=C/c1ccccc1F)=N\NC(=O)c1ccccc1
  0.8	-4.3	4.5	-5.9	-22.5	0.7	3.0	1.4	3.6
- COc1cccc(NC(=O)NC2CCN(Cc3nnnn3Cc3ccc(F)cc3)CC2)c1
  -0.5	-5.8	5.5	10.7	-13.9	0.0	0.2	-2.9	-1.1
- O=C(NCc1cccnc1)C(=O)C1C(=O)Nc2ccccc21 (configuration not stated)
  0.4	-13.0	-1.6	22.2	4.0	1.5	1.2	4.2	3.4
- COc1ccc(N2C(=O)C3CCCN3C2c2ccccc2)cc1Cl (configuration not stated)
  0.3	-3.8	4.3	22.4	-29.3	0.7	0.1	4.8	-1.1
- FC(F)(F)c1cc(-c2ccccc2)nc(N2CCCCCC2)n1
  0.0	-0.8	2.6	-3.1	38.4	0.2	-2.0	0.1	-0.3
- O=C(CN(c1cccc(C(F)(F)F)c1)S(=O)(=O)c1ccc(Cl)c([N+](=O)[O-])c1)NCc1ccc(F)cc1
  0.0	-11.2	3.9	63.1*	-88.1	-1.8	-12.4	1.4	2.2
- Cc1ccc(C(=O)c2no[n+]([O-])c2C(=O)c2ccc(C)cc2)cc1
  0.3	6.7	-1.8	10.1	82.1*	-0.9	-30.1	-7.3	-2.0
- COc1cccc(-n2c(CN3CCN(c4ccccn4)CC3)nc3ccc([N+](=O)[O-])cc3c2=O)c1
  0.6	4.4	-0.5	29.3	43.0	-1.2	0.5	-0.5	-1.5
- COc1ccc(N(C)C(=O)c2oc(=O)c3ccccc3c2-c2ccc(C)cc2)c(OC)c1
  -1.3	-8.8	4.4	18.0	16.4	-0.5	-4.0	4.8	2.0
- O=C(CSCc1ccccc1Cl)Nc1c[nH]c(=O)[nH]c1=O
  0.7	3.9	7.5	35.2	-15.4	0.4	0.3	2.3	-1.3
- Cc1nc2c3cc(F)ccc3n(Cc3ccc(F)cc3)c2s1
  -0.2	-0.5	5.8	12.0	29.2	-0.1	-1.6	-2.2	3.2
- Clc1ccc2c(N3CCCC3)ccnc2c1
  0.4	-6.0	6.2	9.3	26.1	1.0	0.3	3.5	3.0
- Cc1cc(C(=O)c2cccs2)c(N)s1
  -0.2	-2.4	5.6	0.7	-8.8	2.1	-3.6	-0.6	-0.7
- CCc1ccc(N(C)S(=O)(=O)c2ccc3[nH]cc(C(=O)NCCN4CCOCC4)c(=O)c3c2)cc1
  0.6	-2.4	2.9	-13.0	-9.1	0.4	-6.7	-2.2	-2.3
- Cc1ccc(-c2nnc(SCC(=O)Nc3ccccc3F)o2)cc1
  0.2	-1.4	20.9	75.8*[5 µM]	21.7	-0.7	-3.1	14.5	-4.5
- Cc1cc(=O)[nH]c(Nc2cccc(C(F)(F)F)c2)n1
  0.5	-8.2	1.5	14.6	11.7	4.0	1.0	-2.2	3.0
- COc1ccc(C(=O)NC2CCN(CC(=O)Nc3cccc(C)c3)CC2)cc1OC
  0.1	-5.2	2.2	25.5	3.5	0.7	0.9	3.4	2.0
- O=c1c2cccnc2nc2n1CCCCC2
  0.3	-3.6	3.8	1.5	7.9	0.0	0.6	-2.2	1.3
- Cc1noc(C)c1COC(=O)c1ccc(S(=O)(=O)NCc2ccco2)cc1
  1.8	0.8	2.1	13.2	43.6	1.1	-2.4	-2.6	-3.1
- CC(=O)Nc1ccccc1NC(=O)c1ccccc1
  0.8	-8.1	2.1	-12.7	-8.1	1.0	-3.3	-1.2	0.3
- Cc1cc(=O)oc(C)c1C(=O)OCC(=O)c1ccccc1
  0.1	-10.2	8.2	-7.7	-10.2	1.1	-0.7	-0.6	0.2
- CCOc1ccc(Cl)cc1CNCCNCCO
  -0.3	-9.3	2.1	16.7	17.7	0.9	-2.4	-1.9	-0.6
- O=C(/C=C/c1cccc([N+](=O)[O-])c1)NCCN1CCOCC1
  -0.4	2.9	-0.1	-3.9	-16.6	0.3	-1.4	-5.5	-2.8
- O=S(=O)(c1ccccc1)c1cccc(S(=O)(=O)N2CCCCC2)c1
  1.3	-2.8	0.1	29.1	26.3	3.7	0.3	-0.5	1.9
- Cc1nn(CC(=O)Nc2cccc(S(N)(=O)=O)c2)c(C)c1[N+](=O)[O-]
  0.9	-9.1	4.9	-4.6	15.6	0.4	0.9	1.4	1.6

Overlap with the part before: 4 entries; new compounds follow.
The line under a structure holds: TRPML3 agonist	RBBP9 inh	BaF3 parental	PPC-1+TRAIL kill	CHOP inh	zfTRPN1 agonist	TNF death inh	Ba/F3 V617F tox	Wee1 stabilizer
- CCOc1ccc(Cl)cc1CNCCNCCO
  -0.3	-9.3	2.1	16.7	17.7	0.9	-2.4	-1.9	-0.6
- O=C(/C=C/c1cccc([N+](=O)[O-])c1)NCCN1CCOCC1
  -0.4	2.9	-0.1	-3.9	-16.6	0.3	-1.4	-5.5	-2.8
- O=S(=O)(c1ccccc1)c1cccc(S(=O)(=O)N2CCCCC2)c1
  1.3	-2.8	0.1	29.1	26.3	3.7	0.3	-0.5	1.9
- Cc1nn(CC(=O)Nc2cccc(S(N)(=O)=O)c2)c(C)c1[N+](=O)[O-]
  0.9	-9.1	4.9	-4.6	15.6	0.4	0.9	1.4	1.6
- COc1ccc(Nc2nc(N)c([N+](=O)[O-])c(NCc3ccccc3)n2)cc1
  -1.1	-10.2	-1.2	-3.4	15.4	0.0	-2.0	6.8	-0.2
- Cc1ccc(C)c(NC(=S)NCC(c2cccnc2)N2CCOCC2)c1 (configuration not stated)
  0.4	-1.4	6.8	26.9	9.5	1.0	-1.2	1.2	0.4
- CNc1ccccc(-c2ccc3ccccc3n2)c1=O
  0.7	-1.6	-0.3	15.5	-72.7	1.1	-2.7	-3.1	1.0
- CSc1ncccc1C(=O)Nc1nc2ccc(Oc3ccccc3)cc2s1
  0.9	-18.8	7.5	1.9	48.4	-0.9	2.3	1.0	1.3
- COc1cccc(OCCCCN2CCCCC2)c1
  1.5	-11.8	5.2	11.7	7.0	-0.5	0.9	-4.5	1.6
- O=C(NC(=S)N(CC1CCC1)CC1CCCO1)c1cccc([N+](=O)[O-])c1 (configuration not stated)
  -0.3	-2.9	-0.3	13.0	-24.1	-0.2	0.4	-1.3	-3.9
- O=C(NC1CCCc2ccccc21)c1ccc(S(=O)(=O)N2CCOCC2)cc1 (configuration not stated)
  0.1	-2.5	0.3	-2.0	-18.3	-0.1	2.9	-5.2	-0.3
- C[C@@H]1NC(=O)c2cc([N+](=O)[O-])cc(I)c2OCC[C@@H](C(N)=O)NC(=O)[C@H](CCC(=O)O)NC1=O
  0.9	-8.0	1.9	-0.1	-9.8	0.9	-0.1	-2.0	-2.8
- COC(=O)c1ccc(OCCOCCOc2cccc3ccc(C)nc23)cc1
  0.9	8.0	3.0	13.8	-29.8	1.1	3.6	-4.3	-0.1
- Clc1ccc(-c2nnc(-c3ccccc3)o2)c(Cl)c1
  0.3	1.6	5.2	50.0	43.1	0.6	0.1	-0.1	-0.1
- CCCCC(=O)N(c1ccc(OCC)cc1)C1C=CS(=O)(=O)C1 (configuration not stated)
  -0.1	4.2	2.3	10.4	5.3	0.4	0.3	-4.5	1.3
- CCOc1ccccc1NC(=O)/C=C/C(N)=O
  1.0	5.5	5.0	8.2	-34.0	-0.3	-0.8	2.2	-1.0
- Cc1cccc(CN2CCN(Cc3cccc4nonc34)CC2CCO)n1 (configuration not stated)
  0.7	1.7	-5.6	4.8	-10.3	0.3	1.4	-4.2	-3.6
- O=C(Nc1ccc(-c2nnc(-c3ccccc3)o2)cc1)c1ccc(Br)o1
  -0.2	-10.6	3.5	.	.	0.9	0.9	-1.0	-0.3
- COc1ccc(-c2c(C(=O)O)nc3ccccc3c2C(=O)O)cc1
  1.4	4.3	0.7	13.8	8.6	-0.2	-3.0	0.2	0.1
- COc1cccc(CN(C)C(=O)c2ccc(S(=O)(=O)N3CCCC3)cc2)c1OC
  -0.1	-8.6	7.9	-18.1	-19.0	0.1	-3.4	1.9	-2.0
- CCOC(=O)c1ccc(NC(=O)CN2C(=O)C(=O)N(CC(C)C)C2=O)cc1
  1.0	-6.2	6.3	5.2	50.2	0.5	-0.7	1.4	4.5
- COc1ccc2cc(CCNC(=O)c3c(-c4ccccc4Cl)noc3C)c(=O)[nH]c2c1
  -0.1	-5.0	0.2	-3.5	39.4	0.1	1.7	-6.0	-2.2
- COc1ccc2[nH]c(C(O)(Cc3cccnc3)Cc3cccnc3)cc2c1
  0.4	-9.8	5.2	5.2	-14.9	0.0	4.4	-4.9	-1.3
- CC(NC(=S)NNS(=O)(=O)c1ccc(C(C)(C)C)cc1)c1ccccc1 (configuration not stated)
  0.2	-4.5	-3.6	2.2	51.7	0.5	5.4	-3.3	0.0
- Cc1ccc(C(OC(=O)c2ccco2)C(=O)NC2CCCCC2)cc1 (configuration not stated)
  0.0	7.9	0.1	13.8	11.4	-0.9	20.1	-2.3	-0.5
- O=C(Cc1cccs1)Nc1cccc(C(=O)Nc2ccc(C(=O)O)cc2)c1
  0.4	-7.6	7.7	8.1	2.8	1.6	1.2	5.0	-4.8
- CCOC(=O)c1c(N/N=C/c2cccnc2)n[nH]c1C
  0.2	-1.9	-0.5	17.8	-17.3	1.1	-6.7	5.2	5.4
- Cc1ccc(NC(=O)Cc2cc(C(=O)O)c3ccccc3n2)c(C)c1
  0.8	0.6	0.8	15.7	-19.5	1.4	-2.5	2.8	0.1

Screening results (PubChem)
